Neddylation inh: cullin neddylation inhibition; calls only at 25 µM; P61081+Q13564; AID 651699; 0.58% of 360,000 active; TR-FRET cullin neddylation, biochemical; in the data active means inhibition above about 36%
E coli Lon inh: inhibits E. coli Lon protease; P0A9M0; inhibition, % at 7.94 µM; AID 602123; 0.42% of 360,000 active; purified E. coli Lon protease, fluorescence polarization; in the data active means inhibition above about 13%, passing the limit was not always enough;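 further: 0% = enzyme with probe and DMSO and 100% = no enzyme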
Rin1 Abl inh: blocks binding of human Rin1 to Abl | TR-FRET Rin1/Abl binding, biochemical | inhibition, % at 7.35 µM | 0.4% of 360,000 active | AID 588664; in the data active means inhibition above about 5%, passing the limit was not always enough
SKN-1 block: blocks SKN-1 activity in C. elegans; C. elegans VP596 Pgst-4::GFP/RFP ratio, acrylamide-induced, 24 h; inhibition, % at 21.8 µM; 0.49% of 360,000 active; AID 624304;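 active means interference check ratio from 0.5 to 1.5 plus GFP to RFP signal ratio inhibition reaching or exceeding a fixed threshold, cut at about 30% in these data, passing the limit was not always enough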; further: some compounds called inactive have numbers as strong as hits
CendR NRP1 mod: NRP-1/CendR interaction modulation; O14786; FAM-RPARPAR peptide binding to NRP-1, fluorescence polarization; inhibition, % at 25 µM; 0.85% of 360,000 active;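 active means inhibition or corrected inhibition above about 18%, plus a signal ratio from 0.5 to 1.5, limit read from the data, passing the limit was not always enough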; further: strong numbers were not always called active
MLLE-PAM2 inh: inhibitors of microRNA-mediated deadenylation, human PABP1 MLLE binding; P11940; GST-MLLE / FITC-PAM2 fluorescence polarization; inhibition, % at 20 µM; 0.36% of 360,000 active; AID 588489; in the data active means inhibition above about 35%, passing the limit was not always enough;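 further: plate controls were DMSO wells with GST-MLLE for no effect and wells lacking GST-MLLE protein for full effect; some results filed as inactive read as strong as hits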
Target sequence (P11940 whole entry, looked up): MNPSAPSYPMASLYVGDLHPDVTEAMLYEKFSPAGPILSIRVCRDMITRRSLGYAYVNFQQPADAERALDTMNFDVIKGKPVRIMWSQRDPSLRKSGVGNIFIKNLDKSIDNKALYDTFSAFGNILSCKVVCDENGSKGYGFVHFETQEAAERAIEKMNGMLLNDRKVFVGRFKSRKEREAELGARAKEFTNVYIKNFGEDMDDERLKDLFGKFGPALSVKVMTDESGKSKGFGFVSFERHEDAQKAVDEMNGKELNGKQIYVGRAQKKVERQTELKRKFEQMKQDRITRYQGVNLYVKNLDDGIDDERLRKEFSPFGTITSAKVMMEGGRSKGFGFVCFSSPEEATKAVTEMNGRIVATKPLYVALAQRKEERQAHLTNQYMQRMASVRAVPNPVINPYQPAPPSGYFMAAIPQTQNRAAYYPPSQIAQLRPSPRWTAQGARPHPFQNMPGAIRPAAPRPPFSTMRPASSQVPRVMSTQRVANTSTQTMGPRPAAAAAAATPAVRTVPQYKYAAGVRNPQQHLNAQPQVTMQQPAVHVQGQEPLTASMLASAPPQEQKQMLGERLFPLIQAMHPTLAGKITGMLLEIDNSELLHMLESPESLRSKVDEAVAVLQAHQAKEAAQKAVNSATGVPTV
FAS TE block: FAS thioesterase (human) inhibition; recombinant FAS-TE, OMFH fluorogenic substrate, fluorescence endpoint; P49327; AID 602261; 0.67% of 360,000 active; inhibition, % at 15 µM;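 active means compounds whose normalised, plate-corrected inhibition of enzyme fluorescence in the single-dose primary screen is 50% or more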;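 further: 0% = DMSO with enzyme and 100% = substrate without enzyme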
MT1-MMP act inh: blocks activation of human MT1-MMP | P50281 | HT1080 RFP-PRO-GFP cells, GFP/RFP ratio fluorescence, overnight; percent of plate control window, DMSO zero | GFP/RFP ratio change, % at 20 µM | 0.061% of 360,000 active;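 active means GFP/RFP ratio change of at least 30% with cell ATP level not reduced by more than half and red fluorescence within 50% of control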; further: strong numbers were not always called active
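system = RFP-PRO-GFP reporter HT1080 cells | dosing = 20 µM single dose, 1% DMSO | timing = overnight cell settling, then overnight compound exposure, 37 °C, 5% CO2 | read-out basis = GFP/RFP fluorescence ratio | controls = DMSO and RFP-L50D-GFP cell wells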
MsrA act: activates bovine MsrA enzyme. activation, % at 10.6 µM. purified bovine MsrA, absorbance read-out. 0.3% of 360,000 active. AID 602163; in the data active means activation above about 7.5%;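 further: 0% = vehicle and 100% = reference activator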
* hit, by the source's call; i = inactive; . = no result given; + = active, no number. Compounds as they come; 4% or so of the library scored in one or more.

Second line of a record – E coli Lon inh	MT1-MMP act inh	SKN-1 block	Rin1 Abl inh	MsrA act	CendR NRP1 mod	Neddylation inh	FAS TE block	MLLE-PAM2 inh
CN(C)C(=O)c1ccc(NC(=O)c2cc(-c3ccco3)nc3ccccc23)cc1
 : -10.4	-2.6	4.3	2.2	-4.3	-3.3	+	-4.7	1.6
COC(=O)CN1C(=S)N(c2ccc(Cl)cc2)C(=O)C1CC(=O)Nc1ccc(Cl)cc1 (configuration not stated)
 : 0.7	2.2	18.7	-1.3	2.8	5.0	i	45.2	-3.1
Cc1ccc(-c2nc(CN(Cc3c(C)nn(C)c3C)C(C)C)c(C)o2)o1
 : 6.5	-3.5	13.2	-2.2	-2.0	-4.0	i	-3.4	4.5
COc1nc(NC2OC(CO)C(O)C(O)C2O)c(N)c(=O)[nH]1 (configuration not stated)
 : 26.1	-3.2	12.7	1.2	-2.2	3.7	i	-7.9	32.6
CC(=O)CC1(O)C(=O)N(Cc2ccccc2)c2ccccc21 (configuration not stated)
 : 4.0	3.7	-3.1	0.1	1.5	-11.1	i	-3.3	0.5
N#CCCN(Cc1ccccc1)C(=O)Nc1ccccc1
 : -7.4	-1.9	9.7	-0.9	-2.1	-2.8	i	-2.3	6.4
O=C(O)/C=C/C(=O)Nc1ccccc1SC(F)(F)F
 : 1.2	-5.6	5.2	-0.1	-3.9	-1.5	i	-5.9	18.3
Nc1[nH]c(C(=O)c2ccccc2)c(-c2ccccc2C(F)(F)F)c1C(=O)NCCc1cccs1
 : -8.0	3.7	15.2	.	-1.9	3.8	i	-5.7	.
COc1ccccc1/C=C/C1(C(=O)NC2CCCC2)CC(=O)N1c1ccc(C)cc1 (configuration not stated)
 : 0.0	-16.4	-0.9	-1.8	2.2	0.6	i	22.9	-6.3
COc1cccc(Nc2ncnc3c2cnn3C)c1
 : -2.2	3.8	0.9	1.8	-1.5	20.4	i	-6.5	-7.0
NC(=O)/C(=C/c1ccco1)NC(=O)/C=C/c1ccccc1
 : -8.0	-7.1	15.5	0.8	-4.3	-0.3	i	-8.2	12.6
COc1cccc(=O)c2c(C)n(CC(=O)c3ccccc3)c(C)c12
 : -11.5	-12.4	5.6	-1.4	-7.8	-55.6	i	-9.0	-49.6
Cc1nc2c(C)cccc2cc1C(=O)N/N=C/c1ccc(N(C)C)cc1
 : -2.1	-0.6	7.2	-2.1	-3.4	-8.0	i	5.5	-4.5
COc1ccc(OC)c(NS(=O)(=O)c2ccc(SC)cc2)c1
 : -9.8	-5.2	1.5	-0.2	4.4	2.4	i	1.8	13.3
Cn1c(=O)[nH]c(=O)c2c1nc(Br)n2CCCCSc1nc2ccccc2o1
 : -2.1	-1.9	-29.6	-1.4	-3.4	6.0	i	25.3	-7.7
CC(=O)c1cc2c(ccc3ccccc32)oc1=O
 : -1.6	-5.1	0.6	-1.0	-1.1	-6.4	.	-1.5	20.6
O=S(=O)(Cc1ccccc1)NCC1CCCN(Cc2ccc(F)c(F)c2)C1 (configuration not stated)
 : -1.4	-0.1	-0.4	1.8	-1.4	-0.3	i	-1.7	0.5
COc1ccccc1NC(=O)C1=C(C)NC(=O)NC1c1ccccc1[N+](=O)[O-] (configuration not stated)
 : -13.1	-8.3	9.4	-3.5	-3.2	-46.2	i	-9.1	-8.9
Cc1cc(S(=O)(=O)N(Cc2ccccc2F)C2CC2)ccc1-n1cnnn1
 : 4.1	4.3	10.7	1.9	0.9	10.1	i	25.3	7.0
COCCN1C(=O)C(=O)/C(=C(/O)c2ccc(S(=O)(=O)N3CCCCC3)cc2)C1c1ccc(O)c(OC)c1 (configuration not stated)
 : 16.0	1.4	5.3	0.1	-7.0	9.9	i	-8.7	16.2
O=C(CNC(=S)N(CCCN1CCOCC1)Cc1cccs1)N1CCCCCC1
 : -3.4	1.4	-3.2	-2.0	-7.0	-13.6	i	-1.2	-41.2
CCCCn1c(N)c(N(CC(C)C)C(=O)c2oc3ccc(OC)cc3c2C)c(=O)[nH]c1=O
 : -2.4	-6.6	8.3	2.0	-1.1	-3.4	i	-1.2	-2.5
Cn1c(=O)n(C)c2cc(S(=O)(=O)NCCc3ccccc3)ccc21
 : -2.0	4.6	1.4	-3.3	3.9	8.5	i	-2.4	-8.1
Cc1cc(C(=O)Nc2ccccn2)no1
 : 2.1	-2.0	-7.3	0.2	-10.9	0.1	i	-4.7	1.4
O=C(Nc1ccc(S(=O)(=O)Nc2nccs2)cc1)c1cc(-c2ccccc2)nc2ccccc12
 : 19.3	2.0	16.5	-2.8	-4.4	5.7	i	9.4	7.8
C[C@H](NC(=O)C1(c2ccccc2)CCN(C(=O)OC(C)(C)C)CC1)C(=O)N[C@@H](C(=O)O)c1ccccc1
 : 1.7	3.5	5.1	0.6	-0.6	-4.9	i	-5.6	0.6
CCOC(=O)c1n[nH]c2ccccc12
 : -3.1	-0.9	-5.1	-3.9	-2.3	-6.8	i	-6.3	18.0
O=S1(=O)CCN(Cc2ccccc2C(F)(F)F)CC1
 : 1.2	2.2	-6.4	0.2	-2.5	12.6	i	-2.7	-1.0
Cc1ccc(Cl)cc1NC(=O)Cn1cc2c(n1)CCCC2
 : -3.6	1.7	6.2	-1.2	-0.3	2.4	i	1.9	-0.3
CC(C)(C)OC(=O)N1CCC(CNC(=O)c2ccccc2)CC1
 : 3.0	2.5	-1.9	2.5	-6.0	0.4	i	-4.5	5.8

Overlap with the part before: three entries, then new ones.
Second line of a record – E coli Lon inh	MT1-MMP act inh	SKN-1 block	Rin1 Abl inh	MsrA act	CendR NRP1 mod	Neddylation inh	FAS TE block	MLLE-PAM2 inh
O=S1(=O)CCN(Cc2ccccc2C(F)(F)F)CC1
 : 1.2	2.2	-6.4	0.2	-2.5	12.6	i	-2.7	-1.0
Cc1ccc(Cl)cc1NC(=O)Cn1cc2c(n1)CCCC2
 : -3.6	1.7	6.2	-1.2	-0.3	2.4	i	1.9	-0.3
CC(C)(C)OC(=O)N1CCC(CNC(=O)c2ccccc2)CC1
 : 3.0	2.5	-1.9	2.5	-6.0	0.4	i	-4.5	5.8
c1ccc(CCn2nnnc2CN2CCc3ccccc32)cc1
 : -2.6	-4.5	10.7	0.2	-1.5	-6.5	i	5.2	6.1
Cc1cc(OCC(=O)N2CCc3ccccc3C2)c2c(-c3ccccc3)cc(=O)oc2c1
 : 2.4	-15.3	1.8	-4.9	-3.0	-4.3	i	46.7	-14.7
COc1ccc(-c2c(C#Cc3ccsc3)c3cc(-c4ccc(C(N)=O)cc4)ccc3n2C)cc1
 : 2.1	0.8	-2.9	0.9	-1.8	-5.0	i	10.5	-5.0
Cc1ccc(NC(=S)NCC2CCCO2)c(OC(F)F)c1 (configuration not stated)
 : -13.3	-0.6	-13.8	1.0	-1.6	-3.6	i	-6.0	-1.1
COc1cccc(CN=CC2=C(O)CC(C)(C)CC2=O)c1OC
 : 1.3	4.2	-7.1	-0.7	1.9	-12.0	i	-7.8	0.5
O=C(CSc1nnc(-c2ccncc2)n1CC1CCCO1)NCc1ccccc1 (configuration not stated)
 : -0.2	0.5	-17.7	4.7	-8.2	8.6	i	-7.3	-5.5
CN(C)S(=O)(=O)c1cccc(-c2nn(-c3ccccc3)cc2/C=C(\C#N)c2nc3ccccc3[nH]2)c1
 : 4.3	-11.3	11.2	-0.7	-3.2	-42.7	.	44.2	-25.9
Cc1cccc(C)c1-n1c(C)nn(CC2CC2)c1=O
 : -1.8	4.2	-2.6	6.9	-2.2	9.6	i	-8.2	19.6
CC1Cc2ccccc2N1C(=O)C1CCCN1S(=O)(=O)c1ccc(Cl)cc1 (configuration not stated)
 : -13.8	2.7	-2.5	2.9	-11.9	-0.4	i	11.7	-6.7
O=C(Nc1ccc2c(c1)OCCO2)c1ccoc1
 : -2.9	2.9	-3.6	-0.7	-3.5	11.7	i	-4.1	-2.2
CCN(CC)CCOC(=O)c1cccc(Cl)c1
 : 6.7	-2.6	-11.6	2.0	-4.4	5.6	i	-6.4	6.0
CC(C)Oc1ccc(C(=O)NC(C)(C)CO)cc1
 : 1.7	1.2	16.2	0.5	-5.4	-0.7	i	-12.2	-15.5
CCOC(=O)c1c(NC(=O)c2ccccc2C(=O)O)sc2c1CCC2
 : 14.8	-2.4	-4.4	-1.1	-1.0	3.2	i	-2.2	11.4
O=C(CCC(=O)N1CCN(S(=O)(=O)c2ccccc2)CC1)NC1CCCc2ccccc21 (configuration not stated)
 : -0.2	1.9	-21.9	1.6	0.0	-3.8	i	-0.8	0.6
CC1=Nc2cc(C(=O)NCCCOC(C)C)ccc2Sc2ccc(C)cc21
 : 2.2	0.5	-6.9	-2.2	-4.9	5.0	i	2.9	-3.9
Cc1nn(C)c(C)c1NC(=O)/C(C#N)=C\N(C)C
 : -2.4	-2.0	6.5	0.0	-2.8	6.3	i	-10.1	-14.9
COC(=O)CN1C(=O)C2(C(C#N)=C(N)Oc3ccccc32)C2=C1CC(C)(C)CC2=O (configuration not stated)
 : 13.2	-0.7	14.9	-5.3	-2.0	0.7	i	-6.3	5.5
C#CCOCCOCCOCCNc1nc(N2CCN(C(=O)CCCCCCCCCCNC(=O)[C@H](CCC(=O)O)n3cc(CCCCCN)nn3)CC2)nc(N2CCN(C(=O)CCCCCCCCCCNC(=O)[C@@H]([C@H](C)O)n3cc(C)nn3)CC2)n1
 : -7.7	5.3	-0.7	7.1	-0.7	12.3	i	-5.5	2.0
COc1cccc(/C=C/C(=O)Nc2ccccc2N2CCOCC2)c1
 : -1.9	1.5	-3.3	-2.5	-1.9	-3.1	i	3.2	3.1
N#Cc1ccc(COC(=O)CCc2c[nH]c3ccccc23)cc1
 : -1.4	.	10.8	0.1	-12.6	-32.1	i	15.0	-22.1
O=C(NCc1cccnc1)/C(=C/c1ccc(-c2cccc(C(F)(F)F)c2)o1)NC(=O)c1ccccc1
 : -2.6	3.1	-1.4	-0.3	2.1	0.2	i	13.4	-16.5
COC(=O)C(C(=O)NCC1CCCO1)C1CCCCCC1 (configuration not stated)
 : -2.0	10.5	-14.0	-3.7	3.1	-7.5	i	0.8	7.8
COc1cccc(NC(=O)CSc2nc3c(sc4ccccc43)c(=O)n2CCCN2CCCC2)c1
 : -3.3	3.2	-1.1	-2.0	-3.5	7.9	i	11.1	-59.8
Cc1cc(NC(=O)c2ccc(Br)c([N+](=O)[O-])c2)no1
 : 4.5	-0.1	4.2	1.1	-4.2	-1.3	i	0.6	-1.3
CC(C)(C)C(=O)N1CCC(O)(CS(=O)(=O)c2ccc(Cl)c(Cl)c2)CC1
 : -3.9	0.2	16.6	0.4	-1.4	8.3	i	-3.4	-7.2
O=[N+]([O-])c1ccc(N2CCNCC2)cc1Sc1nc2ccccc2[nH]1
 : -3.4	-2.5	9.3	-10.6	-1.7	-18.9	i	8.2	-3.1
COC(=O)Cc1c(C)nc2nc(-c3ccco3)[nH]n2c1=O
 : -7.0	1.2	7.0	-2.3	2.2	-7.4	.	-5.5	-0.8
CCOc1ccc2nc(NS(=O)(=O)c3cccs3)sc2c1
 : -6.6	-2.6	11.4	-1.5	-1.5	-12.2	i	-2.7	6.2
CCC(C)NC(=O)N[C@@H](Cc1ccccc1)C(=O)O (some centres not stated)
 : 3.2	0.7	15.7	2.7	0.4	8.4	i	-9.2	-0.7
COc1ccc(Cl)cc1Nc1nnc(-c2ccncc2)s1
 : -1.0	10.2	8.5	5.2	-11.3	-5.7	i	-3.3	-55.8

Bioassay records: PubChem BioAssay, several laboratories
